Screening data as filed in PubChem.
Wee1 degr inh: blocks degradation of human Wee1 kinase | reporter increase, % at 5 µM | 220,000 compounds, 1.2% hits | HeLa Luc-Wee1K328M stability, luciferase luminescence; 100% = proteasome inhibitor MG132 effect | AID 1321 | P30291;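 active = activation above the mean of all tested compounds plus 3 SD, set per screening run, cut at about 8.8% in these data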;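 note: cells exposed to compound for 20 h before luminescence read; 0% = DMSO alone and 100% = MG132 at 30 µM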
Rad51 HR inh: blocks human Rad51 in homologous recombination | Q06609 | hRad51 DNA strand exchange, fluorescence dequenching | inhibition, % at 10 µM | 200,000 compounds, 0.085% hits | AID 1385;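 active = inhibition above 40% at the single screening dose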;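 note: 0% = DMSO control wells and 100% = blanks with heterologous ssDNA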
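Material: hRad51 filaments on single-stranded DNA; Reagent: Donor/quencher-labelled 47-bp dsDNA substrate; Compound: 10 µM final, single point; Schedule: 37 °C 15-min filament assembly, 30-min compound preincubation, 15-min exchange; Technique: FRET fluorescence, excitation 485 nm, emission 520 nm; Benchmarks: control wells and blank wells on each plate.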
FXIIa inh 1536: factor XIIa (human) inhibition | purified FXIIa, Boc-QGR-AMC fluorogenic substrate, 2 h | inhibition, % at 5 µM | 220,000 compounds, 0.3% hits | AID 800; in the data active = inhibition above about 40%;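 note: 0% = enzyme with no compound and 100% = blank without enzyme; many of its hits are not listed in these tables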
hK5 inh: blocks human kallikrein 5 protease activity; recombinant hK5, fluorogenic AMC substrate cleavage; inhibition, % at 5 µM; 210,000 compounds, 0.59% hits; AID 873;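 active = inhibition of 40% or more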;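 note: 0% = enzyme controls without compound and 100% = no-enzyme blanks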
Target sequence (Q9Y337 67-293 limits assumed): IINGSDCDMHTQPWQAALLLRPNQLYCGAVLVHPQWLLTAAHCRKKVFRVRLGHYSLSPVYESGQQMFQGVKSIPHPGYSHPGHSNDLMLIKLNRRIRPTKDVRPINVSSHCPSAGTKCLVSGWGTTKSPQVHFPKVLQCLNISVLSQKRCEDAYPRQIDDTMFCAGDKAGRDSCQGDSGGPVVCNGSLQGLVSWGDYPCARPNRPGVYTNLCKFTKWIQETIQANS
MDM2 E3 inh: blocks human Mdm2 ubiquitin ligase activity | Q00987 | cell-based MDM2 ubiquitination luciferase reporter, 2 h; 0 = plate control, 100 = twice control, blank-subtracted | signal enhancement, % at 5 µM | 210,000 compounds, 0.11% hits | AID 1230;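 active = signal enhancement of 30% or more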;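 note: luminescence tracks abundance of the self-degrading MDM2-luciferase fusion protein; higher signal means inhibition of MDM2 E3 ligase activity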
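system = mammalian cells stably expressing self-ubiquitinating, self-degrading MDM2 E3–luciferase fusion | quantity = 2000 cells per well seeded | incubation = 4 h cell settling then 2 h compound exposure, 37 °C | signal = SteadyLite luminescence, 15 min reagent step | benchmarks = plate control and blank wells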
14-3-3 Bad PPI: disrupts binding of bovine 14-3-3 zeta to phospho-Bad peptide | AID 781 | 220,000 compounds, 0.71% hits | inhibition, % at 21.7 µM | P63103 | TR-FRET 14-3-3zeta/Dy647-pBad peptide displacement, 1 h;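 active = inhibition above about 70%, limit read from the data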;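 note: 0% = full 14-3-3 plus peptide FRET controls and 100% = background without 14-3-3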
eIF4E 4G PPI: inhibitors of eIF4E and eIF4G interaction in translation initiation; P63073+Q04637; TR-FRET eIF4E-eIF4GI(517-606) binding, 2 h; inhibition, % at 21.7 µM; 220,000 compounds, 0.37% hits;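 active = inhibition above about 30%, limit read from the data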;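 note: 0% = full FRET control wells and 100% = background wells lacking eIF4GI fragment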
p97 inhibitor: human p97 ATPase inhibition. inhibition, % at 8 µM. 220,000 compounds, 0.42% hits. recombinant p97 ATPase, Kinase-Glo ATP luminescence, 3 h. AID 1481; in the data active = inhibition above about 15%;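 note: 0% = DMSO vehicle and 100% = wells lacking enzyme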
Target sequence (P55072 whole entry, looked up): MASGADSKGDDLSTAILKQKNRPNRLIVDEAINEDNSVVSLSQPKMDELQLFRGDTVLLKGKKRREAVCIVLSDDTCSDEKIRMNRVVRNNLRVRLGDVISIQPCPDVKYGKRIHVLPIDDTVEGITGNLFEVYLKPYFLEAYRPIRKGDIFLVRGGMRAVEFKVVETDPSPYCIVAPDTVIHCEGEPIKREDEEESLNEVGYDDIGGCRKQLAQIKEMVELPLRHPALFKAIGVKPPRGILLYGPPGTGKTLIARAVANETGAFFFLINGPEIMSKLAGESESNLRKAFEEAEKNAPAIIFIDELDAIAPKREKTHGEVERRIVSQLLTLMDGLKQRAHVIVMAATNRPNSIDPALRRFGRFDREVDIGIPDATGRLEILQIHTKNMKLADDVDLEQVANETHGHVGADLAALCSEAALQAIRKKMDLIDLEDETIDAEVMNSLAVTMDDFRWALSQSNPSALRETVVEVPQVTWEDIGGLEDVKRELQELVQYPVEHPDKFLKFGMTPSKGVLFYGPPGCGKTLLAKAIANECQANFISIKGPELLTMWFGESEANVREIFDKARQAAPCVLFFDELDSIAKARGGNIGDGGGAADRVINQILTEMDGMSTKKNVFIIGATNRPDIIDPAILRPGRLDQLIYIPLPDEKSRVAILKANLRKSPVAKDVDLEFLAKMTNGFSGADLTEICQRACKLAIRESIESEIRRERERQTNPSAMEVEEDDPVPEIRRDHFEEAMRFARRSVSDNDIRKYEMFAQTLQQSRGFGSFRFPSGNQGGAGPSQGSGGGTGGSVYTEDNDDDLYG
FXIa inh 1536: inhibitors of human coagulation factor XIa; 220,000 compounds, 0.14% hits; inhibition, % at 5 µM; purified FXIa, Boc-Glu-Ala-Arg-AMC fluorogenic substrate; P03951;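 active = inhibition of at least 40%; inactive = inhibition below 40%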;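 note: fluorescence of freed AMC excited at 355 nm; 0% = enzyme without compound and 100% = no enzyme blank; many of its hits are not listed in these tables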
Numbers without * were called inactive; . = no result given; [ ] = dose if it differs, or a comment.

SMILES	Wee1 degr inh	Rad51 HR inh	FXIIa inh 1536	hK5 inh	MDM2 E3 inh	14-3-3 Bad PPI	eIF4E 4G PPI	p97 inhibitor	FXIa inh 1536
COc1cccc(Nc2ncccc2C(=O)O)c1	7.5	-3.3	1.7	0.5	-1.9	2.5	-4.9	10.0	-7.1
CCOC(=O)N/N=C/C(Cl)=C/c1ccccc1	-0.1	-6.1	2.5	-6.1	-20.0	-1.1	0.7	-3.1	-12.7
CCOc1ccccc1NC(=O)c1cccc(S(=O)(=O)N(Cc2ccccc2)c2ccccc2OC)c1	-0.6	-6.8	23.1	3.8	-16.1	3.1	-1.6	7.1	16.9
CCOC(=O)c1cn(Cc2cccc(Cl)c2)nn1	2.2	26.5	4.1	-10.2	2.3	-7.2[fluorescence artefact?]	13.9	-0.2	6.1
O=C(CN1CCOCC1)Nc1ncc(Cc2ccccc2Cl)s1	-2.0	.	22.2	22.7	-21.5	0.0	-1.8	6.2	17.0
O=C(CSCc1c(F)cccc1Cl)Nc1ccccc1C(=O)N1CCOCC1	-2.3	-3.4	6.5	0.0	0.7	-2.4	1.5	-2.7	-3.4
COc1ccc(Cl)cc1NC(=O)c1ocnc1C	-3.1	2.9	16.9	6.2	12.0	6.8	-4.0	5.1	7.7
Cc1ccc2oc3nc(C)c(C(=O)O)cc3c(=O)c2c1	-0.4	2.3	11.4	-27.9	-12.7	9.9	6.0	-4.5	-1.3
CC(=O)c1ccc(-c2ccc(C(=O)N3CCN(c4ccc(F)cc4)CC3)o2)cc1	6.2	5.6	3.3	-4.1	-6.0	4.0	-1.9	3.7	-2.8
O=C(Nc1ccc2c(c1)OCCO2)C(=S)NCc1ccccc1	-2.5	-3.4	10.9	-1.6	-11.1	-6.9	0.8	4.7	5.7
O=C(COc1ccccc1Cl)N1CCN(c2ccc([N+](=O)[O-])c(N3CCOCC3)c2)CC1	-0.6	2.4	11.6	-2.2	-1.7	17.9[fluorescence artefact?]	-1.1[fluorescence artefact?]	1.4	4.7
CCN(CC)CCOc1cccc(C(C)C)c1	-0.7	-2.0	8.4	-110.4	-7.0	30.1	-6.8	0.5	5.9
O=C(CSc1nncs1)N1c2ccccc2Sc2ccccc21	-3.3	-4.2	2.7	-3.8	-14.4	-12.2	-4.0	3.5	-1.4
C#CCSc1ncc(S(=O)(=O)c2ccccc2)c(=O)[nH]1	1.0	-4.3	7.5	-3.3	2.6	-3.2	2.9	0.5	-7.3
O=C(c1cc(Cl)ccc1[N+](=O)[O-])n1cnc2ccccc21	4.8	-1.6	11.9	-14.6	-6.2	-26.2	6.9[fluorescence artefact?]	3.1	4.7
CS(=O)(=O)N1CCc2cc(C(=O)Nc3ccccc3)ccc21	4.0	.	1.9	-2.1	-2.4	-0.7	-1.1	5.7	-2.9
O=C(O)/C=C/C(=O)NC1CC1	4.4	-8.0	10.2	0.9	-19.3	-7.0	-1.3	6.5	2.3
CN(C)CC(O)COc1cc2ccccc2cc1C(=O)N1CCCCC1 (stereo not drawn)	-1.3	-8.2	20.0	0.3	5.1	-1.3[fluorescence artefact?]	3.5[fluorescence artefact?]	1.0	10.7
O=c1c2c3c(sc2n(CCN2CCCC2)c(=O)n1Cc1ccco1)CCCCC3	-1.2	-3.1	7.8	-6.9	0.6	6.0	2.7	1.9	-1.3
C=CCNC(=O)O/N=C/c1csc([N+](=O)[O-])c1	1.4	10.9	0.9	-7.0	0.2	-13.9	1.2	8.8	-2.8
O=C(c1cc(C2CC2)on1)N1CCOCC1	.	-0.6	3.0	-1.0	-14.3	3.1[fluorescence artefact?]	4.5[fluorescence artefact?]	.	-3.1
O=c1c(Cc2ccc(F)cc2)c(O)ccn1CCCN1CCOCC1	1.3	16.5	8.4	-9.8	-2.6	-20.2	-2.5	0.4	-3.6
O=C(O)CC(CNS(=O)(=O)c1ccccc1)c1ccccc1 (stereo not drawn)	-0.9	7.8	11.2	-0.4	-1.1	4.3	-2.9	4.4	7.8
CCN1CCN(C(=O)c2c(-c3c(F)cccc3Cl)noc2C)CC1	0.9	.	4.7	-4.3	.	51.4[fluorescence artefact?]	-7.1[fluorescence artefact?]	-1.4	-2.8
CCCN1CCC(NC(=O)CCc2nnc(-c3ccccc3)o2)CC1	4.2	16.1	10.9	.	-1.8	-12.1	-0.9	1.9	3.5
COc1ccc(C(=O)C2CCCN(C(=O)c3cc(C)nc(C)n3)C2)cc1OC (stereo not drawn)	0.0	4.1	8.2	2.1	-7.6	-0.9	-3.2	3.9	3.2
c1coc(Cn2c(SCc3nc4ccccc4[nH]3)nnc2-c2cnccn2)c1	-2.6	-6.2	14.9	-1.5	-15.9	63.0	5.3	3.0	-3.5
O=C(NCCC1=CCCCC1)c1ccc(Cl)c([N+](=O)[O-])c1	1.4	7.1	-1.1	-2.4	59.6*	-5.0	1.1	4.4	-2.0
CCOC(=O)N1CCN(CC(O)COC2CC(C)CCC2C(C)C)CC1 (stereo not drawn)	0.2	15.4	6.7	-6.3	-24.4	34.1[fluorescence artefact?]	0.1	-13.8	-3.7
COc1cc(SC)ccc1C(=O)Nc1nccs1	-1.1	-11.1	7.8	-1.1	-42.9	-8.9	-0.2	-1.6	0.3
O=c1c(CO)cc(CO)cc(CO)c1O	-1.4	-20.9	2.1	1.2	-10.4	8.5	2.4	5.5	1.9
CCN(CC)C(=O)CSc1nc(O)cc(=O)n1CC	0.5	-0.3	12.4	-9.9	-12.7	-5.7[fluorescence artefact?]	7.6[fluorescence artefact?]	-4.8	-2.5
CCOc1ccc(NC(=S)NCC(c2cccnc2)N2CCOCC2)cc1 (stereo not drawn)	-1.3	-0.5	7.4	3.1	-12.9	-12.8	-0.6	-4.0	-3.3
O=C(NC(NC(=S)Nc1c(Cl)cccc1Cl)C(Cl)(Cl)Cl)c1cccc([N+](=O)[O-])c1 (stereo not drawn)	1.0	-0.7	6.9	-9.3	-9.6	1.1	-2.4	4.9	9.5
OCCC1CN(Cc2cccc3c2OCO3)CCN1C1CCCC1 (stereo not drawn)	-2.4	4.3	7.7	-0.2	-2.8	-6.8	-2.3	-0.1	-0.8
O=C(NN=C1CCN(Cc2ccccc2)CC1)c1ccccc1O	1.9	.	10.8	.	.	-12.2	-0.7	5.0	0.9
O=C1N/C(=N\c2ccccn2)SC1Cc1ccccc1Cl (stereo not drawn)	1.5	7.0	16.2	5.0	-11.9	4.9	0.1	-8.5	5.7
CCSc1sccc1C1C(C#N)=C(N)N(c2cccnc2)C2=C1C(=O)CC(C)(C)C2 (stereo not drawn)	-2.2	-4.4	0.6	0.3	-7.2	0.0	-9.6	-1.3	-2.1
Nc1nc(CSc2ccccn2)nc(Nc2ccccc2)n1	2.5	6.4	10.8	-4.8	-13.4	.	.	1.1	-5.7
CCOc1cc(NS(=O)(=O)c2ccc(OC)cc2)c(OCC)cc1NC(C)=O	-0.8	-24.9	6.7	-3.5	2.7	-6.3	2.5	-0.6	-7.4

Three records drawn at random from the list so far:
SMILES	Wee1 degr inh	Rad51 HR inh	FXIIa inh 1536	hK5 inh	MDM2 E3 inh	14-3-3 Bad PPI	eIF4E 4G PPI	p97 inhibitor	FXIa inh 1536
CCCN1CCC(NC(=O)CCc2nnc(-c3ccccc3)o2)CC1	4.2	16.1	10.9	.	-1.8	-12.1	-0.9	1.9	3.5
CCSc1sccc1C1C(C#N)=C(N)N(c2cccnc2)C2=C1C(=O)CC(C)(C)C2 (stereo not drawn)	-2.2	-4.4	0.6	0.3	-7.2	0.0	-9.6	-1.3	-2.1
COc1ccc(Cl)cc1NC(=O)c1ocnc1C	-3.1	2.9	16.9	6.2	12.0	6.8	-4.0	5.1	7.7

New compounds follow
SMILES	Wee1 degr inh	Rad51 HR inh	FXIIa inh 1536	hK5 inh	MDM2 E3 inh	14-3-3 Bad PPI	eIF4E 4G PPI	p97 inhibitor	FXIa inh 1536
CCN1CCN(CCNC(=O)c2ccc(/C=C3/Sc4ccccc4N(Cc4cccc(Cl)c4)C3=O)cc2)CC1	0.0	.	6.9	.	-26.9	58.0	35.7*	3.5	0.2
Cc1cc(C)c2[nH]c(=O)c(CN(Cc3ccco3)C(=O)C3CCCO3)cc2c1 (stereo not drawn)	0.2	-0.5	17.3	-2.1	-16.7	-6.8	4.0	0.0	3.7
COc1cccc(C(=O)NC2CCN(CC(=O)Nc3nccs3)CC2)c1	-3.8	5.3	4.0	-4.0	-5.8	10.2	-2.2	-1.2	-0.1
CC(Cl)C(=O)Nc1cc(C(C)(C)C)nn1-c1ccccc1 (stereo not drawn)	1.1	11.5	4.6	-0.8	0.5	-8.9	-1.8	3.1	-3.6
CCOC(=O)NC(NC(=O)OCC)C(=O)c1ccc(F)cc1	2.0	-7.0	16.2	-8.3	-12.4	3.3[fluorescence artefact?]	-5.2[fluorescence artefact?]	3.1	-3.7
Clc1ccc(CNc2ccc(CNc3ncn[nH]3)cc2)c(Cl)c1	-1.7	.	8.4	1.6	-11.3	0.8	1.4	8.6	1.3
CC1CCCCC1NC(=O)CSc1ccc([N+](=O)[O-])cc1 (stereo not drawn)	-2.9	23.4	6.8	-2.1	.	-2.9	0.4	4.4	-0.4
O=C(c1ccccc1)c1ccccc1N1C(=O)C=CC1=O	-2.3	17.9	10.0	-0.4	-5.0	3.9	-2.1	10.9	2.7
COCCOC(=O)C1=C(C)NC(=S)NC1c1cccs1 (stereo not drawn)	-4.5	3.2	6.1	2.1	-5.3	-4.9	-2.5	3.2	-1.1
COc1ccc(/C=C2/SC(c3ccc(C)cc3)=NC2=O)cc1OC	-0.9	-258.4	10.6	1.6	-7.2	59.9[fluorescence artefact?]	-1.2[fluorescence artefact?]	5.2	-1.5
c1cnc(-c2noc(CN3CCN(C4CCCC4)CC3)n2)cn1	2.6	1.4	3.6	-0.5	0.6	2.0	2.2	3.8	-2.6
CC1(O)c2ccccc2C(=O)N1Cc1ccccc1 (stereo not drawn)	1.7	-1.1	21.1	31.1	8.5	-0.6	11.3	-1.7	1.7
CC(=O)N(CC(=O)Nc1nn(-c2ccccc2)nc1C(N)=O)Cc1ccccc1	-1.1	-34.1	21.1	-6.4	-4.1	2.3	2.1	6.9	7.1
O=C(O)C1CCCN1C(=O)Nc1ccc(Cl)cc1 (stereo not drawn)	-0.7	.	13.2	-11.9	-4.7	-3.8	-4.7	5.8	8.2
CS(=O)(=O)N1CCN(c2ncccn2)CC1	5.9	-6.9	13.4	-1.0	-18.3	-1.3	2.9	3.3	-0.7
CCOc1cc(C2C3=C(CCCC3=O)OC3=C2C(=O)CCC3)cc([N+](=O)[O-])c1O	-1.4	-0.1	0.5	-5.1	-13.4	-0.6	2.0	7.8	8.4
CC1CCN(S(=O)(=O)c2ccc(NC(=O)CSc3nnnn3C)cc2)CC1	-1.9	1.5	-5.2	-25.0	5.5	10.2	-6.0	0.4	-12.8
CCOC(=O)c1c(NC(=O)CSc2nc3cc(Cl)ccc3s2)sc(C(C)=O)c1C	2.1	-8.7	11.7	-22.9	1.1	-33.2[fluorescence artefact?]	-0.8	7.0	6.7
CCc1nnc(NC(=O)C2CCCN(c3nc(C)cc(C)n3)C2)s1 (stereo not drawn)	-0.7	-3.7	7.8	-5.7	-18.3	-5.5	-3.8	3.8	4.2
CCOC(=O)C1=C(C)N=C2SC(C)C(=O)N2C1c1ccc(C(=O)OC)cc1 (stereo not drawn)	2.3	6.5	18.5	-9.1	-6.1	5.9	2.5	2.6	12.3
